Growth percent in the NCI-60 one-dose screen (48 h, 10 µM unless noted): 100 = growth as untreated, 0 = no growth, -100 = all killed.
NCI/ADR-RES: NCI/ADR-RES ovarian cells | AID 1794790 | 81,000 compounds, 4.4% hits
COLO 205: COLO 205 colon cancer | AID 1794742 | 79,000 compounds, 7.3% hits
NCI-H460: NCI-H460 lung cancer. AID 1794736. 82,000 compounds, 6.8% hits
HT29: HT29 colon cancer; 81,000 compounds, 7.4% hits; AID 1794748
NCI-H226: NCI-H226 lung cancer; 79,000 compounds, 3.5% hits
NCI-H522: NCI-H522 lung cancer; 78,000 compounds, 8% hits
HCT-116: HCT-116 colon cancer; 82,000 compounds, 7.3% hits
NCI-H322M: NCI-H322M lung cancer | 80,000 compounds, 2.7% hits | AID 1794733
HCT-15: HCT-15 colon cancer; 82,000 compounds, 5.2% hits
* hit, by the source's call; · = no result given; & = joins results of further samples; ! = a repeat was not active; [ ] = another dose, or the depositor's remark. How the source made its calls: active means growth percent below 10; inactive means the rest. Compounds as they come; any-hit rate near 12%.

nr	SMILES	NCI/ADR-RES	COLO 205	NCI-H460	HT29	NCI-H226	NCI-H522	HCT-116	NCI-H322M	HCT-15
1	CC(C)NC(=O)c1cc(NCc2cc(O)ccc2O)ccc1O	99	126	115	98	102	63	92	105	101
2	CCCCCCCCCCOC(=O)c1nn(C(C)=O)c2ccccc12	98	115	102	108	100	98	107	104	105
3	COc1ccc(/C=C2\N=C(C)N(CCc3ccc(S(=O)(=O)NC(=S)NCc4ccccc4)cc3)C2=O)cc1	67	109	92	75	60	45	53	90	65
4	C/C(=N/NC(N)=S)c1sc(Nc2ccc(C)cc2)nc1C	109	119	110	109	114	84	102	107	98
5	NC(CS)C(=O)NNc1n[nH]c(=S)n1N (stereo not drawn)	101	107	105	106	100	93	96	100	101
6	CN1C(=O)c2ccc(NC(=O)COc3cccc4ccccc34)cc2C1=O	103	170	111	128	102	103	113	136	113
7	COc1ccc(-c2cc(Cc3cccs3)c(=O)n(CN3CCN(C)CC3)n2)cc1	99	99	110	·	98	94	102	105	·
8	COc1ccc(Cc2nnc(SCC(=O)c3ccc(Cl)cc3)n2Cc2ccccc2)cc1	78	98	101	97	90	70	88	74	101
9	CN1CCN(CCCCN2C(=O)COc3ccccc3C2=O)CC1	103	104	105	107	101	93	99	102	105
10	NS(=O)(=O)c1ncsc1-c1ccccc1	101	107	101	107	107	97	99	101	98
11	CC1C(c2ccccc2)OCCN1C(N)=S (stereo not drawn)	105	100	106	95	101	77	96	106	100
12	Cc1sc2nc(NCCc3cccs3)[nH]c(=O)c2c1C	85	91	96	85	83	·	71	104	60
13	O=C(O)c1ccc(-n2cc(/C=N/Nc3ccc(Cl)cc3)c(-c3ccc(F)c(F)c3)n2)cc1	73	100	93	93	95	48	47	73	52
14	COc1ccc(-c2cc(NC(=O)Nc3nccs3)no2)cc1	102	108	100	99	90	92	100	98	102
15	CC1=CCC(OC(=O)C(C)(C)CC(O)(C(C)O)C(O)C2(C)C=CC(Cc3ccc(C(C)C)cc3)(C(C)C)CC2)(C(C)C)CC1 (stereo not drawn)	98	103	103	103	92	91	94	94	101
16	Cc1cn(CC(C)C)c(=O)n(-c2ccccc2)c1=O	119	130	111	113	116	113	106	104	117
17	Cc1ccc(-c2csc(N/N=C/c3c(C)nn(-c4ccccc4)c3-n3ccnc3)n2)cc1	91	81	85	78	58	74	79	94	82
18	C=C(CC(=O)OCCCC)C(=O)OCCCC	100	98	105	116	103	107	105	101	113
19	N#CC1=C(N)Oc2c(ccc3ccccc23)C1c1ccc(Br)cc1 (stereo not drawn)	108	112	101	113	70	91	100	101	101
20	COc1cc2c(cc1OC)C(CNC(=O)/C=C/c1ccccc1)C2 (stereo not drawn)	104	104	106	96	108	102	129	·	113
21	CC(C)C1=C[C@@]23CC[C@H]4C(C)(C(=O)O)CCC[C@]4(C)[C@H]2C[C@@H]1C1=C3C(=O)C=CC1=O (stereo partly drawn)	98	116	108	108	·	93	96	100	105
22	CCC(N)(CO)CO	101	101	104	108	98	104	107	98	97
23	Cc1nn(-c2ccccc2)c2nc(CCl)[nH]c(=O)c12	105	110	102	106	111	90	25	103	91
24	CCOC(=O)c1sc2ncc(-c3ccc(C)cc3)n2c1C	93	100	101	93	78	86	93	93	90
25	Cn1cc(-c2cc(N)n3nc(-c4c[nH]c5ccccc45)cc3n2)c2cc(Br)ccc21	-18*	-90*	-59*	-52*	-12*	-75*	-78*	-37*	-77*
26	Cc1noc(C)c1C(=O)Nc1n[nH]c2ccccc12	100	111	104	98	94	103	93	99	100
27	CC(=O)c1c(C)nc2ccccc2c1/C=C/c1cccc(C)c1	30	58	34	18	75	42	33	97	31
28	O=C(Nc1cccc(Cl)c1)c1cc2ccccc2cc1O	9.4*	43&104	5.9*	60&104	41&46	2.9*	6.8*!	-3.2*!	9.6*!
29	O=C1/C(=C/c2cccs2)SC(=S)N1CCCN1CCOCC1	93	111	99	103	95	72	88	95	84
30	Cc1ccc(NC(=O)Oc2ccc(C#N)cc2)c(C)c1	103[100 µM]	129[100 µM]	113[100 µM]	110[100 µM]	92[100 µM]	93[100 µM]	102[100 µM]	107[100 µM]	108[100 µM]
31	O=C(Cc1ccccc1)NC(CSSCC(NC(=O)Cc1ccccc1)C(=O)O)C(=O)O (stereo not drawn)	119&105	102&122	100&106	95&110	111&102	97&98	98&103	95&97	107&105
32	O=c1[nH]c(=S)[nH]c(O)c1/C=C1\C=Nc2ccccc21	88	79	80	59	91	92	40	110	56
33	CC1=CSC2=NCCN12	100	107	109	·	112	100	111	118	109
34	CC(=O)N(C(C)=O)c1ccc(C)cc1	97	119	107	105	96	113	117	102	96
35	COC(=O)CC[C@H](C)[C@H]1CC[C@H]2[C@@H]3CC[C@@H]4C(c5nc6ccc(Cl)cn6c5NC(C)(C)C)=C(Cl)CC[C@]4(C)[C@H]3CC(=O)[C@]12C	84	85	71	55	69	62	34	74	66
36	Cc1ccc(S(=O)(=O)NC(=O)NCCSSCCNC(=O)NS(=O)(=O)c2ccc(C)cc2)cc1	111	129	103	108	91	95	113	101	97
37	O=C1COCCN1c1ccc(NCc2cn(C(=O)c3ccc(Cl)cc3)c3ccccc23)cc1	67	29	15	44	-61*	66	7.1*	95	55
38	CC(=O)c1nn(-c2ccc(C)cc2)cc1C(=O)c1cc2c(ccc3ccccc32)oc1=O	101	107	100	92	90	81	89	91	99
39	COc1ccc(-c2nc(SCc3nc4ccccc4[nH]3)nc(NCCO)c2C#N)cc1	96	104	97	95	92	82	89	84	96
40	C[C@@]1(CO)C[C@@H](O)C[C@]2(C)[C@@H]1CC[C@@]13C[C@@H]4[C@@H](C[C@H]12)[C@]4(C)C3	97	·	103	93	·	79	99	106	101
41	CCOC(=O)c1cc(C(O)C(O)C(O)CO)oc1C (stereo not drawn)	103	105	110	106	109	102	97	107	101
42	CC[N+](C)(CC)CC[N+]1(C)Cc2c(Cl)c(Cl)c(Cl)c(Cl)c2C1	90	93	99	104	80	99	109	93	99
43	Nc1nc(N)c2nc(-c3ccccc3)c(N)nc2n1	79&94	105&123	27&31	62&64	100&95	107&82	37&55	73&93	57&73
44	ClCC1CCCO1 (stereo not drawn)	103	118	107	105	98	99	110	100	103
45	CCOC(=O)Cn1c(-c2nonc2NC(=O)c2ccccc2F)nc2ccccc21	56	60	10	27	62	48	23	67	29
46	Cn1c(=O)[nH]c(=O)c2nc3c(nc21)-c1ccccc1C3=O	95	114	102	101	92	96	102	102	102
47	O=c1c2ccccc2nc(-c2ccccc2)n1O	112	109	104	105	98	99	108	106	105
48	C=C[C@@H]1CCC/C=C/[C@@H]2C[C@H](O)C[C@H]2[C@H](O)/C=C/C(=O)O1	1.8*	-78*	14	·	·	-25*	-0.5*	38	12
49	CCS(=O)(=O)Oc1ccc(C(=O)CC2(O)C(=O)Nc3ccccc32)cc1 (stereo not drawn)	98	101	104	117	97	102	102	100	99
50	COc1ccc(C#N)cc1OC	108	119	110	104	102	103	96	105	102
51	CCN(CC)S(=O)(=O)c1ccc(N)cc1	96	·	99	97	81	95	110	95	106
52	COc1cc(CNC(=O)CCSc2nc3ccccc3c(=O)n2Cc2cc(OC)c(OC)c(OC)c2)cc(OC)c1OC	17	26	14	13	70	10	17	60	18
53	CC(C)COC(=O)c1ccc(NC(=O)CN2CCOCC2)cc1	102	119	104	90	109	87	98	·	102
54	Cc1ccc(COc2ccc(NC(=O)Nc3ccccc3)cc2)cc1	91	105	101	110	106	90	113	106	103
55	Cc1cccc(OCC(O)CN2CCN(c3cccc(Cl)c3)CC2)c1 (stereo not drawn)	103	83	114	106	120	109	98	118	123
56	NC(=O)CN(CC(N)=O)CC(N)=O	111	123	109	104	101	97	93	·	96
57	COC(=O)[C@@H]1[C@H](O)[C@H](C)[C@H](O)[C@@](C)(O)/C=C\C=C(C)C(=O)Nc2c(C)c(OC(C)=O)c3c(c2O)C(=O)C(C)=C2OCOC(=C23)C(C)=C[C@@](C)(O)[C@H](O)[C@@H](C)[C@H]1OC(C)=O	114	112	127	111	109	105	114	125	75
58	Cc1c(-c2nn(-c3ccccc3)cc2/C=N\O)nnn1-c1ccc(Cl)cc1	102	112	101	105	104	97	97	98	103
59	COc1ccc(NCN2C(=O)c3ccccc3C2=O)cc1	94	102	93	98	79	76	88	98	89
60	N#CC1=C(N)CCNC1	102	124	108	105	98	99	100	103	98

(cont.)
nr	SMILES	NCI/ADR-RES	COLO 205	NCI-H460	HT29	NCI-H226	NCI-H522	HCT-116	NCI-H322M	HCT-15
61	COc1ccc(-c2nc(-c3nc4ccc(OC)cc4[nH]3)cc3c2[nH]c2ccccc23)cc1	33	31	2.5*	17	65	45	21	48	29
62	COc1ccc(/C=C2\SC(=S)N(CCc3ccc(O)cc3)C2=O)cc1	99	115	103	108	107	61	94	102	90
63	O=C(O)C1=Nc2ccccc2/C1=C\c1sc(Nc2ccc(O)cc2)nc1O	101	·	103	105	100	99	93	103	101
64	CC1=C(/C=C/C(C)=C/C=C/C(C)=C/C(=O)O)C(C)(C)CCC1	95&95&91	145&93&108	91&92&91	96&89&89	88&92&93	79&65	90&99&83	101&94	92&81&91
65	Cc1ccc(C)c2c(C)c(C(=O)Nc3cccc(-n4cccn4)c3)oc12	54[50 µM]	63[50 µM]	56[50 µM]	48[50 µM]	62[50 µM]	32[50 µM]	51[50 µM]	87[50 µM]	49[50 µM]
66	NC(=O)c1cccc(-n2ccc3cc(NC(=O)c4cc(C(F)(F)F)cc(C(F)(F)F)c4)ccc32)n1	93	107	92	87	104	80	79	99	87
67	Cc1cc(F)ccc1C(=O)Nc1cc(-c2cccnc2)nc(NCCCN2CCOCC2)n1	97	101	110	96	78	83	100	102	104
68	COc1cc(NC(N)=NCC(C)(C)COc2ccc(C(F)(F)F)cc2)cnc1C#N	70	60	58	27	69	58	38	53	60
69	[2H]C([2H])([2H])Oc1cccc(/C=C/C(=O)/C=C(/C=C/c2cccc(OC([2H])([2H])[2H])c2OC([2H])([2H])[2H])OB(F)F)c1OC([2H])([2H])[2H]	51	55	97	86	95	57	41	106	58
70	O=C(/C(=N/Nc1ccc([N+](=O)[O-])cc1)c1ccccc1)c1ccccc1	77	106	87	72	73	68	75	76	69
